CD40 NFkB inh: CD40 pathway inhibition in BL2 cells; BL2 NF-kB luciferase reporter, CD40L-induced, 4 h; inhibition, % at 10 µM; 0.94% of 83,000 active;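 active = mean inhibition of at least 50% with a set share of replicates also reaching that level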;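 also: 0% = neutral control wells and 100% = IKK inhibitor VII at 50 µM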
Numbers without * were called inactive; [ ] = another dose, or the depositor's remark.

No.	CD40 NFkB inh	smiles
1	8	CN(C)c1cccc(C(=O)OCC(=O)Nc2ccccc2-c2ccccc2)c1
2	2	O=C(C1CCCC1)N1CC(=O)N2[C@H](CO)[C@@H](c3ccc(-c4ccccc4F)cc3)[C@@H]2C1
3	3	CCOC(=O)CN1C(=O)c2ccccc2Sc2ncccc21
4	1	CCOc1ccc(CCNC(=O)Cn2nc(C)c3c(C)n(-c4ccccc4)nc3c2=O)cc1
5	-1	O=C(CN1C(=O)NC2(CCCCCC2)C1=O)NCCc1ccccc1
6	5	COc1ccccc1N1CCN(C(=O)C2CC2)CC1
7	-2	CC(=O)Nc1ccc(NS(=O)(=O)c2ccc(OC(C)C(=O)N3CCOCC3)cc2)cc1 (stereo not drawn)
8	-3[25 µM]	CN(C)CC(=O)N1CCCCN2[C@@H](CO)[C@@H](c3ccc(-c4cncnc4)cc3)[C@@H]2C1
9	6	CCC(C)(C(=O)NC1CCCC1)N(Cc1cccs1)C(=O)c1ccccn1 (stereo not drawn)
10	-37	O=C(NCC1CC1)NC(=O)c1ccccc1F
11	-3[25 µM]	O=C(NC1CCCC1)N[C@@H]1C=C[C@@H](CC(=O)N2CCOCC2)O[C@@H]1CO
12	17	Fc1ccc(-c2ccc(-c3nn4c(-c5ccco5)nnc4s3)o2)cc1
13	5	CCOC(=O)c1c(NC(C)=O)sc2c(O)c(CN3CCN(CC)CC3)ccc12
14	11	CCCc1c(C(=O)OCC)sc(N)c1C#N
15	15	Cn1c(=O)c2c(nc(NCc3ccco3)n2CC(O)COc2ccccc2)n(C)c1=O (stereo not drawn)
16	1	COc1cccc(-c2cccc(NC(=O)C3CCN(Cc4cccc(C)n4)CC3)c2)c1
17	1	CN1CCN(C(=O)CN(C2CCCCC2)S(=O)(=O)c2ccccc2)CC1
18	-10	CCOC(=O)c1cc(-c2ccc(C)o2)n[nH]1
19	3	Cc1ccc(S(=O)(=O)N2CCCC2)cc1C(=O)NCc1ccccc1CN1CCCC1
20	1[25 µM]	C[C@@H]1CN([C@H](C)CO)S(=O)(=O)c2ccc(C#CC3(O)CCCC3)cc2O[C@H]1CN(C)C(=O)Nc1cccc(F)c1

A draw from above in order of number of heavy atoms, smallest number first.
No.	CD40 NFkB inh	smiles
10	-37	O=C(NCC1CC1)NC(=O)c1ccccc1F
17	1	CN1CCN(C(=O)CN(C2CCCCC2)S(=O)(=O)c2ccccc2)CC1
2	2	O=C(C1CCCC1)N1CC(=O)N2[C@H](CO)[C@@H](c3ccc(-c4ccccc4F)cc3)[C@@H]2C1
4	1	CCOc1ccc(CCNC(=O)Cn2nc(C)c3c(C)n(-c4ccccc4)nc3c2=O)cc1

The main list resumes; the 5 compounds before the break are reprinted first.
No.	CD40 NFkB inh	smiles
16	1	COc1cccc(-c2cccc(NC(=O)C3CCN(Cc4cccc(C)n4)CC3)c2)c1
17	1	CN1CCN(C(=O)CN(C2CCCCC2)S(=O)(=O)c2ccccc2)CC1
18	-10	CCOC(=O)c1cc(-c2ccc(C)o2)n[nH]1
19	3	Cc1ccc(S(=O)(=O)N2CCCC2)cc1C(=O)NCc1ccccc1CN1CCCC1
20	1[25 µM]	C[C@@H]1CN([C@H](C)CO)S(=O)(=O)c2ccc(C#CC3(O)CCCC3)cc2O[C@H]1CN(C)C(=O)Nc1cccc(F)c1
21	10	CCCCn1nc(C(=O)N2CCN(S(=O)(=O)c3ccccc3)CC2)c2ccccc2c1=O
22	6	CCn1ccnc1CNC(=O)c1ccc(OC2CCN(C(=O)COC)CC2)cc1
23	-8[25 µM]	O=C(C[C@H]1CC[C@H]2NC[C@@H](O)COC[C@@H]2O1)NCc1ccc2c(c1)OCO2
24	3	Cc1ccc(CNC(=O)COC(=O)c2ccc(S(=O)(=O)N3CCOCC3)cc2)cc1
25	-13	COc1ccc(-c2cc(C(=O)N3CC(C)CC(C)C3)c3ccccc3n2)cc1 (stereo not drawn)
26	1	CCOCCCNCC(O)c1ccccc1 (stereo not drawn)
27	20	CCOc1cc(C(=O)O)cc(Cl)c1OCC#N
28	-22[25 µM]	CCS(=O)(=O)N1Cc2cc(C(=O)NCCOC)nc(-c3cccc(-c4ccncc4)c3)c2[C@H]1CCO
29	-4	Cc1noc(NC(=O)c2cccc(C(F)(F)F)c2)c1Cl
30	16	O=C1NCCCc2c1oc1ccc(O)cc21
31	-4	CCC(=O)N1[C@H](CO)[C@@H](c2ccc(-c3ccc(F)cc3)cc2)[C@@H]1CNC(C)=O
32	4	O=C(CN1CCCC1)NC12CC3CC(CC(C3)C1)C2
33	-1	CN(Cc1ccc(Cl)s1)C(=O)CSc1nnc(C2CC2)n1C1CC1
34	-1	O=C(Nc1nnc([C@H]2C[C@H](O)[C@@H](CO)O2)s1)NC1CCCCC1
35	-8	N#C[C@@H]1[C@@H](c2ccc(C3=CCCCC3)cc2)[C@H](CO)N1S(=O)(=O)c1cccc(F)c1
36	1	CCCCNC(=O)C(=O)N/N=C/c1ccc(C(=O)OC)cc1
37	13	COc1ccc(NC(=O)C2CCCN(S(=O)(=O)c3c(C)n[nH]c3C)C2)cc1OC (stereo not drawn)
38	5	CC(C)NC(=O)NC(=O)COC(=O)c1ncc(Cl)c(Cl)c1Cl
39	9	O=C(Cn1ccc([N+](=O)[O-])n1)N1CCCCCC1
40	-49	O=C(Nc1ccccc1F)N1C[C@@H]2[C@H](c3ccccc31)[C@H](CO)N2C(=O)C1CC1
41	9	Cc1ccc(OCC(=O)Nc2ccc(S(=O)(=O)N3CCOCC3)cc2)c([N+](=O)[O-])n1
42	10	CC(=O)N1CCN(C(C)=O)c2ccccc21
43	6	O=C(C1CCC1)N1C[C@H]2[C@@H](c3ccccc31)[C@@H](CO)N2C(=O)c1ccccc1
44	2	COC(=O)c1sc(N)nc1C(C)(C)C
45	-75	O=[N+]([O-])c1ccc(-c2cnc(SCc3ccccc3Cl)[nH]2)cc1
46	5	CCN(CC)S(=O)(=O)c1ccc(C(=O)NCCCn2ccnc2)cc1
47	1	CC1CCCCC12NC(=O)N(CC(=O)NCCc1ccc(F)cc1)C2=O (stereo not drawn)
48	-9	Cc1cc(Cl)c2oc(C(=O)N(C)Cc3cc(C)[nH]n3)c(C)c2c1
49	24[25 µM]	Cc1cccc(S(=O)(=O)N[C@H]2CC[C@H](CCNC(=O)Nc3cc(F)ccc3F)O[C@H]2CO)c1
50	-3	CC(C)(C)c1ccc(C(=O)C2CC2)cc1
51	8	CC(C)C#Cc1ccc([C@@H]2[C@@H](C#N)N(C(=O)C3CCC3)[C@H]2CO)cc1
52	9	Cc1ccsc1/C=N/Nc1cccc(C(=O)O)c1
53	3	O=C(Nc1cccnc1)c1cnn2c(C(F)F)cc(C3CC3)nc12
54	4	CC(O)C(NS(=O)(=O)c1ccc2ccccc2c1)C(=O)OCC(=O)Nc1ccccc1OC(F)F (stereo not drawn)
55	6[25 µM]	COC(=O)C[C@H]1CC[C@@H]2[C@H](COc3ccc(NC(=O)Nc4c(C)noc4C)cc3C(=O)N2C)O1
56	6[25 µM]	O=C(O)C[C@H]1C[C@@H]2c3cc(NC(=O)Nc4ccc(C(F)(F)F)cc4)ccc3O[C@@H]2[C@H](CO)O1
57	4[25 µM]	CC=Cc1ccc2n(c1=O)C[C@H]1[C@H](CO)[C@@H](C(=O)NCCc3cn(C)cn3)[C@@H]2N1C(=O)C1CCC1 (mixture of isomers)
58	26*	Cc1ccc(C2(C)NC(=O)N(CC(=O)Nc3cccnc3Cl)C2=O)cc1 (stereo not drawn)
59	8	Cc1cc(C)nc(N/C(=N/S(=O)(=O)Cc2ccccc2)Nc2ccccc2)n1
60	-45	COc1ccc(N2C3=[N+](CC2(C)O)c2ccccc2CC3)cc1 (stereo not drawn)

Molecules from the list above that have a cyano group (4):
No.	CD40 NFkB inh	smiles
14	11	CCCc1c(C(=O)OCC)sc(N)c1C#N
27	20	CCOc1cc(C(=O)O)cc(Cl)c1OCC#N
35	-8	N#C[C@@H]1[C@@H](c2ccc(C3=CCCCC3)cc2)[C@H](CO)N1S(=O)(=O)c1cccc(F)c1
51	8	CC(C)C#Cc1ccc([C@@H]2[C@@H](C#N)N(C(=O)C3CCC3)[C@H]2CO)cc1

Carrying on.
No.	CD40 NFkB inh	smiles
61	-1[25 µM]	COCC(=O)N1CC2(C1)CN(Cc1nccs1)[C@H](CO)c1c2c2ccc(OC)cc2n1C
62	-46	COC(=O)C(Cc1ccc(OC(=O)c2ccccc2C)cc1)N1Cc2ccccc2C1=O (stereo not drawn)
63	-44	O=C(CSc1ccccc1F)NC(=O)c1ccc(Cl)cc1
64	-5	O=C(Nc1ccccc1)c1cccc(S(=O)(=O)Nc2ccccn2)c1
65	-3	COC(=O)c1cc(NC(=O)COC(=O)C2CCC2)cc(C(=O)OC)c1
66	7	Cc1c[n+]([O-])cc(C)c1[N+](=O)[O-]
67	11	O=C(CCC1CCCC1)N1CCN(C(=O)COc2ccccc2)CC1
68	0	CCOC(=O)C(=O)N1CCN(c2ccccc2OC)CC1
69	9	Cc1cccc(/C=N/NC(=O)c2ccccc2OCc2cccc(Br)c2)n1
70	7	COc1ccc(C)cc1S(=O)(=O)Nc1cc2c3c(c1)CC(=O)N3CCC2
71	6	CCOC(=O)c1cc(NC(=O)Cc2ccc(S(=O)(=O)N3CCOCC3)s2)cc(C(=O)OCC)c1
72	-6	Cc1c(C(=O)O)sc(S(=O)(=O)N2CCN(C(=O)Cc3ccccc3)CC2)c1C(=O)O
73	5	CCC(=O)N1CCCc2cc(S(=O)(=O)N3CCN(C4CCCCC4)CC3)ccc21
74	0	O=C(NC(c1ccc(-c2ccccc2)cc1)c1cnccn1)C1CCN(CCOc2ccc(F)cc2)CC1 (stereo not drawn)
75	-12	Oc1cc(Cc2ccccc2)cnc1CN1CCCCC1
76	0	Cc1ccc(C(=O)O)c(NC=O)c1OCc1ccccc1
77	-5	C[C@@H]1CCCCO[C@H](CN(C)S(=O)(=O)c2ccc(F)cc2)[C@H](C)CN([C@H](C)CO)C(=O)c2cc(NS(C)(=O)=O)ccc2O1
78	-18	O=C(O)c1cc2c(s1)-c1ccccc1OC2
79	-3[25 µM]	COCC#Cc1ccc([C@H]2[C@@H](CO)N3CCCCN(Cc4cccnc4)C[C@H]23)cc1
80	-13[25 µM]	O=C(NCCCCN1CCOCC1)c1cc2ccccc2o1
81	9	Cc1ccc(S(=O)(=O)c2nc(-c3ccccc3)oc2N2CCCC2)cc1
82	12	CCc1nc(SCc2cccnc2)c(C#N)cc1C
83	11	CN(Cc1cnc2nc(N)nc(N)c2n1)c1ccc(C(=O)NC(CCC(=O)O)C(=O)O)cc1C(F)(F)F (stereo not drawn)
84	6	O=C(NC1CCCc2ccccc21)c1ccccc1Cl (stereo not drawn)
85	-11	COc1ccccc1CCC(=O)N1CCC(n2nccc2NC(=O)CC(C)C)CC1
86	5[25 µM]	CS(=O)(=O)N1CCCCN2[C@H](CO)[C@H](c3ccc(Br)cc3)[C@@H]2C1
87	-6[25 µM]	O=C(NC[C@H]1[C@H](c2ccccc2)[C@H](CO)N1C(=O)C1CCC1)NC1CCCC1
88	-73	Cc1ccc2c(c1)c1ncnc(N3CCOCC3)c1n2C
89	0	Cc1ccc(C(=O)Nc2ccc(C(=O)N/N=C/c3ccncc3)cc2)cc1
90	-12	O=C(c1ccccc1)N1CC[C@@H]2[C@H]1c1cc(C#Cc3cccnc3)ccc1N[C@@H]2CO
91	8	Cc1nc2cc(Cl)c(Cl)cc2nc1C
92	8	CCOC(=O)NC(=O)COC(=O)c1ccc(Sc2ncn[nH]2)c([N+](=O)[O-])c1
93	3	CN(CC(=O)Nc1cccc(F)c1)C(=O)/C=C/c1cc(Br)ccc1OC(F)F
94	4	CC1CCCCC12NC(=O)N(CC(=O)OCC(=O)NCc1ccc(F)cc1)C2=O (stereo not drawn)
95	-17	CCCC(=O)N1CCCC1(C)C(=O)NCc1ccc(F)cc1Cl (stereo not drawn)
96	7[25 µM]	C[C@@H]1CN([C@@H](C)CO)S(=O)(=O)c2ccc(-c3ccccc3)cc2O[C@H]1CN(C)C(=O)CC1CC1
97	-17	Cc1ccc(C(=O)Nc2ccc(S(=O)(=O)N3CCCC3)cc2)o1
98	-16[25 µM]	CCCC(=O)N1CCC2(CC1)CN(C(=O)Cc1ccccn1)[C@@H](CO)c1[nH]c3cc(OC)ccc3c12
99	5	COc1ccc(-c2noc(CCC(=O)NC3CCN(Cc4ccccc4)CC3)n2)cc1
100	9	O=C(c1cccs1)N1CCN(Cc2ccccn2)CC1
101	5[25 µM]	CC(C)c1cn(CC[C@@H]2CC[C@@H](NS(=O)(=O)c3ccc(F)cc3)[C@@H](CO)O2)nn1
102	-2	COc1ccc(NS(=O)(=O)c2ccc(C)c(C(=O)N3CCCCCCC3)c2)cc1
103	5	O=C(COC(=O)c1ccccn1)NCc1cccc(Cl)c1
104	-48	O=C(COc1cccc2ccccc12)N1CCN(c2ccccn2)CC1
105	-11	CCOc1ccc(C(=O)NC(C)(C)CC)cc1
106	-9	CC(C)(C)c1nnc2sc(SCC(O)=C(C#N)c3nc4ccccc4[nH]3)nn2c1=O
107	9	OC(Cc1cccc(C=NN2CCOCC2)n1)(C(F)(F)F)C(F)(F)F
108	-15	CC1CN(C(=O)c2cc3c(=O)n4ccccc4nc3s2)CC(C)O1 (stereo not drawn)
109	-20	COc1ccc(-c2cc(NC=O)c3ncc(-c4cccc(C(=O)N(C)C)c4)n3c2)cn1
110	6	CN(C)S(=O)(=O)c1ccc2c(c1)nc1n2CCC1
111	-60	Cc1ccc(-c2csc(C(O)c3ccccc3)n2)cc1C (stereo not drawn)
112	-20	COCCCNc1ncnc2ccc(C)cc12
113	5	CCCCN(CC)C(=O)c1ccc(Cl)cc1
114	-9	Cc1csc(=O)n1CCC(=O)NCc1ccc(F)cc1
115	19	Fc1ccc(CSc2nncn2NCc2ccc3c(c2)OCO3)cc1
116	-3	Cn1cnnc1SCC(=O)Nc1ccc(S(=O)(=O)N2CCOCC2)cc1
117	-5	c1cnn(-c2cncc(-n3cccn3)n2)c1
118	8	CC(C)(C)NCCCCOc1ccc(F)cc1
119	1	NC(=NCc1ccc2c(c1)OCO2)NC(=O)c1ccccc1
120	9	O=C(NCc1ccco1)c1cnc2n(c1=O)CCS2
121	4	COC(=O)c1cc(S(=O)(=O)N2CCN(c3ccc(F)cc3)CC2)cn1C
122	5	COc1ccc(-c2csc(NC(=O)CCNC(=O)c3ccco3)n2)cc1OC

The list is partial, so the mix of outcomes need not match the whole.
